# Screening data from PubChem.
# 12-LOX inh = Primary qHTS assay for inhibitors of human arachidonate 12S-lipoxygenase (ALOX12): Round 2. Polyunsaturated fatty acid lipoxygenase ALOX12 (Homo sapiens), P18054. purified 12hLO, xylenol orange hydroperoxide absorbance. Potency, µM (top dose mostly 108 µM), for the others: at the highest dose activity change, negative = inhibition, usual class: inhibitors. hit rate 1.1% among 580,000. AID 1671190, 2021; active = well fitted inhibition curve with a large enough effect; inconclusive = small, poorly fitted or top-dose-only effect, or another doubt; inactive = no such curve, though single readings can be large or run the other way
# Target sequence (P18054 whole entry, looked up): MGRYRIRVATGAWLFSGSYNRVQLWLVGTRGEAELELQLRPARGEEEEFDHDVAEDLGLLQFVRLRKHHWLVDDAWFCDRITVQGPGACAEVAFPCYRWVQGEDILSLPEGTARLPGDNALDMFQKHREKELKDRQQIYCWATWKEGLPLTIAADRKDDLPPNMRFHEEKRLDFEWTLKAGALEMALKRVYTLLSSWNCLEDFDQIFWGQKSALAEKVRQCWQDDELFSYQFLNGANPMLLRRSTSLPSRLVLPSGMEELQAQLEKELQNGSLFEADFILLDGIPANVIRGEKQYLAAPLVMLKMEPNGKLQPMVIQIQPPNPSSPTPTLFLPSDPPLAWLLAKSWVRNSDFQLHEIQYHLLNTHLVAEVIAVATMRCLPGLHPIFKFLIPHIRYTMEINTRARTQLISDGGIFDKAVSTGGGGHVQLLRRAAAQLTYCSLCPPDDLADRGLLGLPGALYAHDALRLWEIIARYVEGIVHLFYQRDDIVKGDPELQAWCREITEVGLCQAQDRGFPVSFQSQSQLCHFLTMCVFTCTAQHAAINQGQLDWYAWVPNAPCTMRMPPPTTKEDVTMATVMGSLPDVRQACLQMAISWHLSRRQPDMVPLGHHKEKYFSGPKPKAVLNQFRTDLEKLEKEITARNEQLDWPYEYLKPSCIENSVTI
#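 Purified human 12hLO (150 nM final) in 25 mM Hepes, 0.01% Triton X-100, pH 7.0 was preincubated 15 min at room temperature with compound. Then 40 uM arachidonic acid was added, 30 min. Hydroperoxide was read by Fe-XO absorbance ratio 573/405 nm.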
# Numbers without * were called inactive; u = inconclusive; & = joins results of further samples; [ ] = dose if it differs, or a comment. % is set by controls: 0 for no effect and ±100 for the full control effect; potency is the fitted concentration of half-maximal effect.
SMILES,12-LOX inh
N#Cc1cnc2ccccc2c1Nc1cccc(C(F)(F)F)c1,u
O=C(c1ccncc1)N1CCC[C@H]1c1nc(-c2ccccc2)no1,-6%
CC(OC(=O)c1ccc2c(c1)NC(=O)CS2)C(=O)NC(C)(C)C (stereo not drawn),5%
Cn1nc(C2CCN(C(=O)c3ccc4ccccc4n3)CC2)c2c1CCOC2,67%[activator]
COCCC(=O)N1CCCC1c1nc(C2CCOCC2)no1 (stereo not drawn),21%
Cc1ncoc1C(=O)NCc1cc(Cl)cc2c(C)c(-c3ccccc3)[nH]c12,27%
CCN1CCN(CCCNC(=O)CN2CC3CC(C2)[C@H]2CCCC(=O)N2C3)CC1 (stereo partly drawn),17%
COc1ccc(Nc2nccc3c2cc(-c2cccc(F)c2)n3C)cc1OC,u
O=C(c1ccc(N2CCC(NCc3cc(C(F)(F)F)ccc3F)CC2)cc1)N1CCCC(CO)C1 (stereo not drawn),-5%
CC(C)NC(=O)C1CCc2nnc(C3CCN(C(=O)c4ccccc4)CC3)n21 (stereo not drawn),6%[6.33 µM]

# Some values from the results shown:
# `O=C(c1ccncc1)N1CCC[C@H]1c1nc(-c2ccccc2)no1` – 12-LOX inh = -6%
# `COCCC(=O)N1CCCC1c1nc(C2CCOCC2)no1` (stereo not drawn) – 12-LOX inh = 21%

# Part of the list above in order of SMILES length, low to high:
SMILES,12-LOX inh
COCCC(=O)N1CCCC1c1nc(C2CCOCC2)no1 (stereo not drawn),21%
O=C(c1ccncc1)N1CCC[C@H]1c1nc(-c2ccccc2)no1,-6%
CCN1CCN(CCCNC(=O)CN2CC3CC(C2)[C@H]2CCCC(=O)N2C3)CC1 (stereo partly drawn),17%
O=C(c1ccc(N2CCC(NCc3cc(C(F)(F)F)ccc3F)CC2)cc1)N1CCCC(CO)C1 (stereo not drawn),-5%

# (list continues)
SMILES,12-LOX inh
COc1ccc(C)cc1NC(=O)N1CCC(Oc2ncccc2C(=O)N2CCOCC2)C1 (stereo not drawn),30%
COC(=O)c1ccc(S(=O)(=O)N(Cc2ccc(C(=O)NC3CC3)cc2)C2CC2)cc1,-6%
O=C(C[C@@H]1CCNC[C@@H]1Cc1cc(CSc2ccccc2)on1)N1CCN(c2ccccc2)CC1,-17%
COCCCNc1ncnc2c1CN(C1CCC1)C(=O)CN2C,2%[6.33 µM]
Cn1c(=O)c2c(ncn2CCC(=O)Nc2c(Cl)cccc2Cl)n(C)c1=O,-33%
Fc1ccc(CCNc2nccc(-c3cccnc3)n2)cc1,30%
O=C(NC1CCCCCCC1)c1cc(-c2ccc(Cl)c(Cl)c2)nc2ccccc12,2%
O=C(NCCc1nc(Cc2ccccc2)no1)c1ccc2nccn2c1,53%[activator]
CCCc1noc(-c2cccn3c(CNC(=O)c4ccccc4F)nnc23)n1,77%[activator]
CCN1c2cc(C(=O)Nc3cccc(C(F)(F)F)c3)ccc2C(=O)N2CCCCC21 (stereo not drawn),35%
COc1ccccc1-n1cc(C(=O)N[C@H](c2cnn(C)c2)C2CC(O)C2)cn1 (stereo partly drawn),-14%
CCSCCC(=O)Nc1ccc(Cl)c(C(=O)NC)c1,11%
CCCn1c(NCCc2ccccc2)nc2c1c(=O)n(C)c(=O)n2C,25%
CC[C@H](C)n1cc(C)c2c(C(=O)NCc3c(C)cc(C)[nH]c3=O)cc(-c3ccc(N4CCNCC4)nc3)cc21,7%[57.4 µM]
O=C(O)C(Sc1nc(-c2ccccc2)cc(C(F)(F)F)n1)c1ccccc1 (stereo not drawn),u
CC1CCC2(CC1)OCC(C(=O)NCc1ccccc1F)N2C(=O)c1ccccc1F (stereo not drawn),54%[activator]
OC1(CN2CCCCC2)CCN(c2cccc(C(F)(F)F)n2)C1 (stereo not drawn),40%[activator]
O=C(NC1CCCC1)c1ccc(-c2ccc(N3CCCCC3)nc2)cc1,16%
COc1cccc(C(=O)N(C)C(C)c2cccs2)c1 (stereo not drawn),22%[176 µM]
CCN1CC(C(=O)N2CCN(Cc3cc(OC)ccc3OC)CC2)CC1=O (stereo not drawn),28%
O=C(O)c1cc2c(s1)CCN(C(=O)c1ccc(F)cc1)C2,-9%
CCN(CC)CCCNc1oc(/C=C/c2ccccc2OC)nc1C#N,u
Cc1oc(-c2ccc(C(=O)NC3CCCC3)cc2)nc1CS(=O)c1ccccc1 (stereo not drawn),u
O=C(CCc1ncc(-c2ccccc2Cl)o1)N1CCOCC1,24%
c1ccc(CN[C@H]2CO[C@H]3[C@@H]2OC[C@@H]3n2cc(CC3CCCCC3)nn2)cc1,19%[176 µM]
CCCN(C)c1nccnc1OC1CCN(C(=O)c2ccccc2OC)C1 (stereo not drawn),46%[activator]
CCCC1(C2CCN(C(=O)C(OC)c3ccccc3)CC2)NC(=O)N(CCc2cccs2)C1=O (stereo not drawn),32%[activator]
C#CCCN1CCN(C(=O)C2CCN(C(=O)/C=C/c3ccccc3)CC2)CC1,4%
CCc1noc(CN2CCC3(CC2)CC(=O)N(CCCc2ccccc2)C3)n1,27%
CN(C)c1ccc(Nc2nc(N)n(C(=O)c3c(F)cccc3F)n2)cc1,-13%[57.4 µM]
N#CC(C(N)=S)=C1CCCCC1,u
CC(C)(N)C(=O)N1CCN(c2nc(-c3ccccc3)nc3c2CCC3)CC1,14%
CNC(=O)[C@@H](CC(C)C)N1CCC[C@H]1C(=O)N1CCCC1,-14%[176 µM]
CCOc1cc(-c2noc(-c3nnn4c3COC(c3ccc(C)cc3C)C4)n2)ccc1OC (stereo not drawn),43%[activator]
CN(CCO)C(=O)c1cn(C2CCCN(Cc3ccc4ccccc4c3)C2)nn1 (stereo not drawn),4%
COc1cccc(NC(=O)CN2C(=O)NC3(CCOCC3)C2=O)c1,u
Cc1ccc(C(=O)NC2=C(C#N)CCC2)cc1,-70%
Cc1noc(-c2ccco2)c1C(=O)NCCC(c1ccccc1)c1ccccc1,18%
COc1ccc(C(=O)N2CCN(C(=O)c3nnn4c3COC(c3ccc(Cl)cc3)C4)CC2)cc1F (stereo not drawn),17%
COc1ccc(CN2CCCC(n3cc(C(=O)NC4CCCC4)nn3)C2)c(O)c1 (stereo not drawn),-7%
Cc1cccc(CNc2ccccc2C(N)=O)c1,-36%
Cc1ccc(-c2[nH]ncc2CN2CCN(c3ccc(Cl)cn3)CC2)cc1C,43%[activator]
COc1cccc(C(=O)N2CCC(Oc3ccccc3)C2)c1 (stereo not drawn),11%
O=C(NCCCc1nc2ccccc2[nH]1)C1CCCN(C2CCCC2)C1 (stereo not drawn),-4%
CCCn1ncnc1-c1ccc(C(N)=O)c(Cl)c1,7%
Cc1cc(C)cc(NC(=O)C(C)Sc2ccccc2)c1 (stereo not drawn),16%
CCOC(=O)Nc1ccc2c(CN3CCC(C(=O)OCC)CC3)cc(=O)oc2c1,-1%
CCCCn1c(=O)[nH]c(=O)c2c1nc(COC(=O)C1(C#N)CCCC1)n2C,u
COc1cccc(CN2C(=O)NC(C)(C3CCN(Cc4cccc(O)c4)CC3)C2=O)c1OC (stereo not drawn),15%
O=C(N[C@@H](Cc1cccnc1)C(=O)N1CCC[C@H]1C(=O)NCc1ccccc1)c1ccccc1,8%
# (listing goes on)
SMILES,12-LOX inh
COCCn1c(=O)c2c(n1Cc1ccccc1)CN(Cc1cccnc1OC)CC2,u
Cc1cnn(Cc2c(C(=O)NC3CCc4nnc(C)n4CC3)noc2C)c1 (stereo not drawn),91%[activator]
Cc1ccc(C(=O)N2CCC(N3C[C@H](O)C[C@H]3C(=O)NC3CCCCC3)CC2)cn1,42%[activator]
C#CCNC(=O)C[C@@H]1c2nc(NC(=O)c3c(F)cccc3F)sc2C[C@@H]2[C@](C)(CO)[C@H](O)CC[C@]21C,8%
CCN(CC)S(=O)(=O)c1cc(NC(=O)CCc2c(C)nc3ncnn3c2C)ccc1C,-1%
CN1C(=O)CC(C(=O)O)C12CCN(Cc1cnn(-c3ccc(F)cc3)c1)CC2 (stereo not drawn),12%
Cc1ccccc1/[N+]([O-])=C/c1ccco1,u
CCN(Cc1cc(C)[nH]n1)CC1CCCN(CCc2cccc(OC)c2)C1 (stereo not drawn),u
Cc1cccc(NC(=O)Cn2c(N(C)Cc3ccccc3)nc(C)cc2=O)c1,24%
COc1cc(OC(F)(F)F)ccc1C(=O)N1CCC2CC(=O)NCCC2C1 (stereo not drawn),-16%[6.33 µM]

# Next part, overlapping the part above by 2 compounds.
SMILES,12-LOX inh
Cc1cccc(NC(=O)Cn2c(N(C)Cc3ccccc3)nc(C)cc2=O)c1,24%
COc1cc(OC(F)(F)F)ccc1C(=O)N1CCC2CC(=O)NCCC2C1 (stereo not drawn),-16%[6.33 µM]
CCNC(=O)CCn1nc(-c2ccccc2)c2ccccc2c1=O,-25%
Nc1nc(CCC(=O)N2CCn3nc(C(O)c4ccccc4)cc3C2)cs1 (stereo not drawn),15%
O=C(O)C1CCc2nnc(C3CCN(C(=O)c4ccc5c(c4)OC(F)(F)O5)C3)n21 (stereo not drawn),8%&-1%[6.33 µM]
Cn1c(-c2ccc(Cl)cc2Cl)cc2ccccc21,4%
O=C(NCC(c1ccccc1)N1CCCCC1)c1cc2ccccc2oc1=O (stereo not drawn),12%
CN1[C@@H](CCC(=O)N2CCC(O)CC2)CNC(=O)[C@@H]2[C@H]1CCN2Cc1cccc(OC(F)(F)F)c1,76%[activator]
O=C1N(CC2CCOCC2)CCOC12CCN([S+](=O)([O-])c1cccs1)CC2,-5%[176 µM]
CN(C)CCNC(=O)c1nc2nc(-c3ccccc3)c(Nc3ccc(F)cc3)cc2n1C,-18%[176 µM]
CCCNC(=O)COc1cc(C)c2c(C)nn(-c3ccc(CC)cc3)c2n1,-5%
Cc1ccc(NC(=O)N[C@H]2C[C@@](O)(C(=O)N[C@H](CC(C)C)C(N)=O)C[C@@H](O)[C@@H]2O)cc1,-9%

# 5 entries drawn at random from those above:
SMILES,12-LOX inh
CCNC(=O)CCn1nc(-c2ccccc2)c2ccccc2c1=O,-25%
O=C1N(CC2CCOCC2)CCOC12CCN([S+](=O)([O-])c1cccs1)CC2,-5%[176 µM]
Cn1c(-c2ccc(Cl)cc2Cl)cc2ccccc21,4%
CN(C)CCNC(=O)c1nc2nc(-c3ccccc3)c(Nc3ccc(F)cc3)cc2n1C,-18%[176 µM]
Nc1nc(CCC(=O)N2CCn3nc(C(O)c4ccccc4)cc3C2)cs1 (stereo not drawn),15%

# (listing goes on)
SMILES,12-LOX inh
COc1cc(/C=C/c2nc(C#N)c(NC3CC3)o2)cc(OC)c1OC,-51%
Cc1noc(-c2ccn3c(CNC(=O)c4cccnc4)nnc3c2)n1,10%
CCCCN(Cc1ccccc1)c1ccc(C(=O)O)cc1NS(=O)(=O)c1ccc(C)c(C)c1,8.9µM*
CC1(c2ccccc2)CCCN(C(=O)CCn2ccc(=O)[nH]c2=O)C1 (stereo not drawn),-29%
Cc1ccccc1NC(=O)CN(C)C1=NS(=O)(=O)c2ccccc21,3%
O=C(Nc1ccccc1)c1nc2c(o1)CCN(CC1CC1)CC2,5%[176 µM]
Cc1ccc(CN2CCOc3ccc(C(C)(O)COc4ccccc4)cc3C2)o1 (stereo not drawn),1%
COc1ccc2c3c([nH]c2c1)[C@H](CO)N(C(=O)C1CCC1)CC31CCN(C(=O)c2ccncc2)CC1,u
CC(C)c1nc2cc(NC(=O)CNC(=O)c3ccc(Br)o3)ccc2o1,3%
CCCCCCNCc1ccc(C)s1,56%
CCCC1c2nccn2CCCN1C(=O)CCc1c(C)nn(C)c1C (stereo not drawn),18%
CCCCCCOc1ccc(CNc2cccc3ccccc23)cc1,4.5µM*
COc1cc(CN(CC2CCCO2)C(=O)COc2ccc(Br)cc2)cc(OC)c1OC (stereo not drawn),9%
CCN1c2cc(C(=O)NCc3nc4ccccc4n3C)ccc2C(=O)N2CCCCCC21 (stereo not drawn),27%
N#C/C(=C\c1ccccc1OC(=O)c1cccc2ccccc12)C(=O)Nc1ccccc1C(F)(F)F,-6%
Cc1cnc(CCNC(=O)c2ccc(C#N)cc2)n1C1CC1,30%[activator]
CCc1nc2c(c(-c3ccc(Cl)cc3)n1)CN([S+](=O)([O-])c1ccc(C)cc1)CC2,7%
O=C(Cc1ccccn1)N1CCC(c2nn(-c3ccccc3)c(=O)[nH]2)CC1,16%
CCCCCCCCOc1ccc(/C=C/C(=O)O)cc1,59%[activator]
O=C(c1cccs1)N1CCCC(Cc2noc(-c3cnccn3)n2)C1 (stereo not drawn),24%
CN1CC(=O)N(C2CCCNCC2)Cc2c1ncnc2N1CCCCC1 (stereo not drawn),u
Cc1noc2c(NCCN(C)C)cc(-c3ccc(F)cc3)nc12,7%[176 µM]
Cc1ccccc1C1CCCN1S(=O)(=O)c1ccc(C(C)(C)C)cc1 (stereo not drawn),5%
O=C(O)COc1ccc(/C=N/O)cc1,u
COc1ccc(CNC(=O)c2cnc3c(c2)N(C(=O)CCc2ccccc2)CCC3)cc1OC,-26%
CC(=O)N1CCc2nc(C3CC3)nc(-c3ccc(Cl)cc3)c2C1,8%[176 µM]
O=C(NCC1Cn2cccc2C(=O)N1Cc1ccccc1)C1CCOCC1 (stereo not drawn),12%
C[S+](=O)([O-])NCCn1ccc2cc(OC3CCN(c4ncccn4)CC3)cnc21,8%[176 µM]
COc1ccccc1N1CC2(C1)CN(c1ccccc1)C(=O)O2,-18%[176 µM]
C/C=C/Cn1c(SCCC)nc2c1c(=O)[nH]c(=O)n2C,u
CCCCCCc1ccc(N=Cc2ccc(OCC(C)CC)cc2O)cc1 (stereo not drawn),8%
Cc1noc(C)c1S(=O)(=O)N1CC[C@@H](c2ccc3c(c2)OCO3)[C@H](O)C1,20%
CCN(Cc1cc2ccc(C)cc2[nH]c1=O)C(=O)c1ccccc1C,7%

# The list is partial; count on the stated rates, not on these rows.
